High-throughput results: PubChem, several laboratories
IMP-1 inh: inhibitors of Pseudomonas aeruginosa IMP-1 metallo-beta-lactamase. purified IMP-1, nitrocefin hydrolysis, epi-absorbance fluorescence. inhibition, % at 5.6 µM. 0.45% of 290,000 active. AID 1556;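 active = inhibition above the mean plus 3 SD of all compounds in the same screening run, cut at about 4.5% in these data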;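 note: 0% = IMP-1 with DMSO and 100% = DMSO wells lacking enzyme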
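System: purified IMP-1 / Input: IMP-1 dispensed at 0.2 nM / Medium: 50 mM HEPES pH 7.1, 50 µM ZnSO4, 0.05% Brij 35 / Timing: 15 min enzyme–compound preincubation, then 25 min nitrocefin reaction, 25 °C / Technique: plate fluorescence quenching by hydrolysis product, ex 480/em 530 nm / Repeats: singlicate testing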
IDE inh: inhibits human insulin-degrading enzyme in HEK cells | P14735 | inhibition, % at 5.59 µM | FAbetaB cleavage, fluorescence polarization | 0.41% of 320,000 active | AID 434962;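 active = percent inhibition above the average of all tested compounds plus 3 SD, set per screening campaign, cut at about 16% in these data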;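 note: IDE supplied by intact live HEK cells; FP after avidin binding of uncleaved biotin substrate so inhibition keeps polarization high; 0% = DMSO wells and 100% = 60 µM reference IDE inhibitor Ii1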
VIM-2 inhibitor: inhibitors of Pseudomonas aeruginosa VIM-2 metallo-beta-lactamase. purified VIM-2, nitrocefin hydrolysis, epi-absorbance fluorescence. 0.89% of 290,000 active. inhibition, % at 5.6 µM. AID 1527;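 active = inhibition above the mean of all tested compounds plus 3 SD, cutoff set per screening run, cut at about 7.5% in these data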;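 note: red hydrolysis product quenches plate fluorescence so inhibitors raise well fluorescence; 0% = enzyme with DMSO and 100% = DMSO without enzyme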
NALP1 yeast inh: inhibitors of NALP1 inflammasome in yeast; S. cerevisiae NALP1/ASC/caspase-1 growth, X-gal OD620, 72 h; inhibition, % at 10 µM; 0.61% of 280,000 active; in the data active = inhibition mostly above about 24%, no sharp cut-off; inactive = mostly below about 32%; note: some compounds called inactive have numbers as strong as hits
pCIP destab: lowers stability of the mouse p/CIP coactivator protein; Q05BA5; 0.01% of 290,000 active; F442A p/CIP-EGFP cells, EGFP fluorescence, 16 h; decrease of EGFP signal, % at 10 µM; AID 1984;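 active = EGFP signal decrease of at least 30% at 10 µM or well 3 SD below plate mean, unless failing retest; inactive = the rest, including hits failing retest or dose response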; note: some compounds called inactive have numbers as strong as hits; many of its hits are not listed in these tables
Target sequence (Q05BA5 1-1403): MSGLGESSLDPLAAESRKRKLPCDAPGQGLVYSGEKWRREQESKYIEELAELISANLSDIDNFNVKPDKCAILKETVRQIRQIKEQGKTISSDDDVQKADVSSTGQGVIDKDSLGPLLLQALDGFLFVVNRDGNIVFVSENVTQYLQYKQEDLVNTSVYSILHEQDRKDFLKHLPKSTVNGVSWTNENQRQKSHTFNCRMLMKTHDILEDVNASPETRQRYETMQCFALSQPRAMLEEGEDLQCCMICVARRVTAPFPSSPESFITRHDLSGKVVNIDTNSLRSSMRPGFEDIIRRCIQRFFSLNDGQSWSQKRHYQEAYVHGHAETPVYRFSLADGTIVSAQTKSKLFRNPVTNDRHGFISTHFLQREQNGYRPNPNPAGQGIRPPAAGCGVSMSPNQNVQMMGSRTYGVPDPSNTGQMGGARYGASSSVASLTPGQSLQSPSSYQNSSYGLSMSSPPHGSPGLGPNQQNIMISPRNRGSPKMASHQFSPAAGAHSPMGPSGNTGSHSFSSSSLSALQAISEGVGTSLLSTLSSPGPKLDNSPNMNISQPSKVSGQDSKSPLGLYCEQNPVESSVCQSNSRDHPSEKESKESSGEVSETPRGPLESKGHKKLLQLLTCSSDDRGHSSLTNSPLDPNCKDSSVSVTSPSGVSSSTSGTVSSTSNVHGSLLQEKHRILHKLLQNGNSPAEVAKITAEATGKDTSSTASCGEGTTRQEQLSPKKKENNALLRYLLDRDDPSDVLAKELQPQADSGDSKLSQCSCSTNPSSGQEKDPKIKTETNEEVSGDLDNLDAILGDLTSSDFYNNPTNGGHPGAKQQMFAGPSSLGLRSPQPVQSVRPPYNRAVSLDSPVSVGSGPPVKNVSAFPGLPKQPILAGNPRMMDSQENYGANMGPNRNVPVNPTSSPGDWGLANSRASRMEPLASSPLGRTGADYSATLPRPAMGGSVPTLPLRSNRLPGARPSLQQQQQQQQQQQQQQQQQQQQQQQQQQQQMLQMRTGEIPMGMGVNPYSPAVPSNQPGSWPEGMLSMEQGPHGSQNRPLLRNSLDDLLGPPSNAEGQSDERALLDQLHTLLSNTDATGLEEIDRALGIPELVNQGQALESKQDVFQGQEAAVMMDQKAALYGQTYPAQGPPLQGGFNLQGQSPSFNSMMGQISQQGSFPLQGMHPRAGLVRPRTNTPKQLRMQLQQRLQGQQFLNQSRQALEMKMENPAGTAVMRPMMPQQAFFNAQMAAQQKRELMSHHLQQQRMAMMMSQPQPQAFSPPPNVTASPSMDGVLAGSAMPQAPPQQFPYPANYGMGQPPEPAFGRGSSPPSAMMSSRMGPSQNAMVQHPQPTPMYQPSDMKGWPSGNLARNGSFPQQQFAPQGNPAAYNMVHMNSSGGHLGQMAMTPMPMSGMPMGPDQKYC
PHOSPHO1 inh: inhibitors of human PHOSPHO1 phosphatase | Q8TCT1 | recombinant PHOSPHO1, absorbance phosphatase assay | inhibition, % at 13.3 µM | 1.1% of 290,000 active | AID 1565; in the data active = inhibition above about 60%
IDE cell activ: IDE (human) activation, cell-based; HEK cells, FAbeta-B cleavage, fluorescence polarization; 0% vehicle, 100% cell-free pure enzyme wells; activation, % at 5.96 µM; 0.073% of 340,000 active; AID 493087; P14735;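 active = activation above the mean of all tested compounds plus 3 SD, set per screening campaign, cut at about 17% in these data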
GPR7 antagonist: blocks human GPR7 receptor signaling; P48145; GPR7-expressing cells, fluorescence antagonist assay; inhibition, % at 4.4 µM; 1.1% of 290,000 active; in the data active = inhibition above about 16%, passing the limit was not always enough;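 note: cells stimulated with the agonist NPW; 0% = agonist with vehicle and 100% = vehicle without agonist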
M18AAP inhibitor: blocks P. falciparum M18 aspartyl aminopeptidase | recombinant PfM18AAP, H-Glu-NHMec fluorogenic cleavage | inhibition, % at 7.35 µM | 1.2% of 290,000 active;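 active = inhibition above the campaign mean inhibition over all tested compounds plus 3 SD, cut at about 28% in these data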;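 note: 0% = plate median of test compound wells and 100% = 2 mM ZnCl2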
Numbers without * were called inactive; / = no result given.

SMILES	IMP-1 inh	IDE inh	VIM-2 inhibitor	NALP1 yeast inh	pCIP destab	PHOSPHO1 inh	IDE cell activ	GPR7 antagonist	M18AAP inhibitor
CCN(C(=O)CN1CCN(c2ccccc2O)CC1)c1c(N)n(Cc2ccccc2)c(=O)[nH]c1=O	-0.4	-4	-4.2	19	-5	-4	3	0	28*
CCO[C@H]1OC(C(=O)NC2CC2)=C[C@@H](c2ccccc2)[C@@H]1CCCO	/	-1	/	/	-4	9	3	/	/
C=CCn1c(-c2ccc(F)cc2)n[nH]c1=S	-4.1	-1	-1.7	0	15	8	-2	-12	20
O=C(NC(NC(=S)Nc1ccc(Cl)cc1)C(Cl)(Cl)Cl)c1ccco1 (centres undefined)	1.0	2	-0.6	14	-9	14	-6	6	-4
COc1cc(/C=C/C(=O)OCC(=O)N2CCC(Cc3ccccc3)CC2)ccc1O	-2.5	-4	-2.4	37	-4	-37	3	-5	3
O=C(CSc1ncnc2nc[nH]c12)c1ccc(Cl)cc1	-5.7	3	-4.4	26	5	31	-4	-5	11
CCC(CC)C(=O)N1CCCC(c2nc(-c3cccs3)no2)C1 (centres undefined)	-2.6	6	0.4	12	2	-4	6	-8	0
CN(C)c1ccc(C(=O)N2CCCC(N3CCN(Cc4ccc5c(c4)OCO5)CC3)C2)cc1 (centres undefined)	-1.6	/	-1.8	13	6	42	5	-19	4
O=C(CS(=O)(=O)c1cn(Cc2cccc(F)c2)c2ccccc12)N1CCOCC1	-2.8	2	-1.7	-14	-6	23	2	-2	-2
COc1ccc(CC(=O)Nc2nc(C(C)(C)C)cs2)cc1	1.0	-21	-0.9	19	-22	23	0	-7	-8
Cc1c(C(=O)/C=C/N(C)C)nnn1-c1ccc(F)c(Cl)c1	-3.2	1	-2.2	4	-6	-5	/	-5	-2
CC(C)C[C@H](NC(=O)CCn1nnc2ccccc2c1=O)C(=O)O	-2.0	0	1.5	19	-1	20	-2	-3	-20
CN1CCN(NC(=O)CN2C(=O)S/C(=C\c3c(Cl)cccc3Cl)C2=O)CC1	1.8	2	0.5	17	-15	22	5	-10	42*
O=C(Cc1nnc(NC(=O)Nc2ccc(F)cc2)s1)Nc1ccccc1	-4.4	4	-1.1	21	-9	37	-2	2	4
NS(=O)(=O)c1cccnc1Nc1cccc(Cl)c1	-3.9	0	-4.4	4	-12	-34	-6	-10	4
CCN(CC)C(=O)c1[nH]cnc1C(=O)N[C@@H](CC(C)C)C(=O)OC(C)(C)C	-3.2	-1	-0.9	9	-11	9	0	-5	5
Cc1cccc(N2C(=O)C(CC(=O)Nc3cccc(F)c3)N(CCc3ccncc3)C2=O)c1 (centres undefined)	-1.5	2	-0.7	18	-7	-11	0	1	2
COc1ccc2cc(C(c3nnnn3CCc3ccccc3)N3CCC(O)CC3)c(=O)[nH]c2c1 (centres undefined)	-1.5	7	-2.5	-3	-12	32	8	-6	8
Cc1cccc(-n2nnc(C(=O)NCc3ccco3)c2N)c1	-1.3	-1	-3.9	9	2	52	2	-1	5
COc1ccc(-c2cc(C(F)(F)F)nc(SCCC(=O)N3CCN4CCCC4C3)n2)cc1 (centres undefined)	3.0	4	13*	42	-4	10	-4	-7	-5
CCOC(=O)c1nnn(-c2nc(OC)nc(N3CCCCC3)n2)c1-c1ccccc1	-1.8	/	-2.1	-12	-11	-6	/	5	-1
CCOc1ccc(NC(=S)NCCCN2CCN(C3CCCCC3)CC2)cc1	-0.6	4	0.7	-24	8	9	0	-13	0
O=[N+]([O-])c1cccc(-c2cc3cccc[n+]3cc2-c2cccc([N+](=O)[O-])c2)c1	-0.4	-7	1.9	40	-9	-20	-5	-11	3
O=C(CSc1nc2ccccc2c(=O)[nH]1)c1cccs1	-3.1	-1	0.7	28	10	-5	1	-2	7
COc1ccc(-n2c(=O)c3c4c(sc3n(CC(=O)NCC3CCCO3)c2=O)CCCC4)c(OC)c1 (centres undefined)	-1.2	-2	-0.8	-14	-3	-22	0	-1	-2
Cc1sccc1C1C(C#N)=C(N)SC(N)=C1C#N	-1.8	18*	-0.9	-7	-27	-1	/	-14	18
O=C(COC(=O)CCC1CCCC1)Nc1nc2c(F)c(F)c(F)cc2s1	-6.6	4	-2.9	14	-1	-9	1	-1	-4
CC(=O)COC(=O)c1ccc2noc(-c3ccccc3)c2c1	-1.1	7	-0.6	16	-4	12	-7	0	30*
CCN1CCN(c2cc(C)c3cc(NC(=O)CCC(=O)Nc4ccc(OC)cc4OC)ccc3n2)CC1	-3.3	-1	0.0	19	-3	42	3	0	-5
CCCn1nc(C(=O)N2CCCc3ccccc32)c2ccccc2c1=O	-0.4	10	0.5	9	-4	2	0	-7	-5
Cc1onc(-c2ccccc2)c1C(=O)N1CCN(c2ncccc2C(F)(F)F)CC1	-2.9	-7	-3.1	16	-2	48	-3	-8	2
O=C(Nc1cccc2ccccc12)N(CCO)C1CCS(=O)(=O)C1 (centres undefined)	-2.2	-9	-2.0	10	0	32	4	2	-2
Oc1ccc(N=Nc2ccccc2)cc1	-2.3	2	-2.3	13	1	39	-1	-4	3
COc1ccc(N/C=C(\C#N)S(=O)(=O)c2ccc(Cl)cc2)c(OC)c1	-2.9	-3	-2.7	6	-10	28	3	-3	3
COc1ccccc1C1C(C(N)=O)=C(C)Nc2ncnn21 (centres undefined)	6.8*	1	1.4	12	2	-26	6	-12	1
Cc1cccc2cc(C(c3nnnn3Cc3ccc4c(c3)OCO4)N3CCCC3)c(=O)[nH]c12 (centres undefined)	-1.9	9	-1.7	-3	7	6	5	-9	13
O=C(Nc1ccc2c(c1)OCO2)N1CCN(Cc2ccco2)CC1	-1.6	-1	-2.2	1	-3	5	6	-10	6
CC(C)(C)c1ccc(C(=O)NCC(=O)N/N=C/c2cccs2)cc1	-2.7	-5	-1.9	-5	-6	43	7	-1	6
COc1ccc2nc(/N=C/c3c(C)[nH]n(-c4ccc(C)cc4)c3=O)sc2c1	-1.6	2	-2.7	12	3	-5	-1	-2	4
Cc1ccc(NC(=S)N2CCN(Cc3ccccc3)CC2)cc1	-2.9	1	-4.0	-1	-6	14	7	-13	-2
CCOC(=O)N1CCN(C(=O)CSc2ccc(-c3ccc(OC)c(OC)c3)nn2)CC1	-3.1	-2	-2.7	3	-3	53	8	-10	1
O=C(CN(C(=O)CCC(=O)Nc1nccs1)c1cccc(C(F)(F)F)c1)NCC1CCCO1 (centres undefined)	-3.3	3	-3.4	-4	-3	24	-2	-4	9
O=C(CSCc1ccc(Cl)cc1)N1CCOCC1	0.7	1	-1.0	18	-5	-7	-6	7	-7
CCn1c(CNc2ccccc2Cl)nnc1SCCN1CCCCC1	-1.8	6	-0.8	-2	-4	49	1	-2	-11
COc1ccc(CCNC(=O)CCNC(=O)c2ccc([N+](=O)[O-])cc2)cc1	-1.5	-2	-1.0	8	2	23	-4	29	-3
O=C(COC(=O)C1CCC1)Nc1ccccc1Sc1ccccc1	-3.3	8	-2.9	11	-8	7	-1	-1	4
OC1(CNCc2cn[nH]c2-c2cc3ccccc3o2)CCCCC1	-3.2	2	-1.7	-2	-5	37	0	6	-7
NS(=O)(=O)c1ccc(CCNC(=O)c2coc3ccccc3c2=O)cc1	-2.4	5	-1.1	19	5	40	5	-12	0
O=C1CNC(=O)/C(=C/c2cccs2)N1	-2.5	3	-0.7	-13	-10	28	8	-2	7
O=c1c2cc([N+](=O)[O-])ccc2nc(CN2CCN(c3ccccn3)CC2)n1-c1ccccc1F	-1.2	0	-1.1	-9	0	33	5	-22	0

The listing continues.
SMILES	IMP-1 inh	IDE inh	VIM-2 inhibitor	NALP1 yeast inh	pCIP destab	PHOSPHO1 inh	IDE cell activ	GPR7 antagonist	M18AAP inhibitor
COc1cc(/C=N/NC(=O)c2cccc([N+](=O)[O-])c2)ccc1O	-3.0	6	-1.0	-19	4	-7	6	-8	-3
O=C(O)Cn1cc(C(=O)c2ccco2)c2ccccc21	-2.2	2	-1.3	22	6	7	2	-12	2
Cc1cc([N+](=O)[O-])cc2c1-c1ncccc1C2=Nc1ccccc1	-3.8	3	0.4	2	-8	-1	0	-1	-12
COc1ccccc1N1CCN(CCCNC(=O)C2CCCN(c3ncnc4c3nc3n4CCCCC3)C2)CC1 (centres undefined)	-3.0	-1	-0.8	-2	-1	38	-1	-8	1
Cc1c(NC2=CC(=O)CC(C)(C)C2)c(=O)n(-c2ccccc2)n1C	-0.7	-2	-1.6	-2	5	4	-2	-6	-9
COc1ccc(CCNC(=O)c2cnn3ccccc23)c(OC)c1OC	-2.9	0	-2.6	40	-27	14	3	-11	-4

Entries above that contain a Cl atom (eight):
SMILES	IMP-1 inh	IDE inh	VIM-2 inhibitor	NALP1 yeast inh	pCIP destab	PHOSPHO1 inh	IDE cell activ	GPR7 antagonist	M18AAP inhibitor
O=C(NC(NC(=S)Nc1ccc(Cl)cc1)C(Cl)(Cl)Cl)c1ccco1 (centres undefined)	1.0	2	-0.6	14	-9	14	-6	6	-4
O=C(CSc1ncnc2nc[nH]c12)c1ccc(Cl)cc1	-5.7	3	-4.4	26	5	31	-4	-5	11
Cc1c(C(=O)/C=C/N(C)C)nnn1-c1ccc(F)c(Cl)c1	-3.2	1	-2.2	4	-6	-5	/	-5	-2
CN1CCN(NC(=O)CN2C(=O)S/C(=C\c3c(Cl)cccc3Cl)C2=O)CC1	1.8	2	0.5	17	-15	22	5	-10	42*
NS(=O)(=O)c1cccnc1Nc1cccc(Cl)c1	-3.9	0	-4.4	4	-12	-34	-6	-10	4
COc1ccc(N/C=C(\C#N)S(=O)(=O)c2ccc(Cl)cc2)c(OC)c1	-2.9	-3	-2.7	6	-10	28	3	-3	3
O=C(CSCc1ccc(Cl)cc1)N1CCOCC1	0.7	1	-1.0	18	-5	-7	-6	7	-7
CCn1c(CNc2ccccc2Cl)nnc1SCCN1CCCCC1	-1.8	6	-0.8	-2	-4	49	1	-2	-11
